From PubChem BioAssay
UGM FP inh – Mtb UDP-galactopyranose mutase inhibition; purified UGM, fluorescence polarization probe displacement; inhibition, % at 10 µM; 320,000 compounds, 0.06% hits; AID 504406; in the data active = inhibition above about 10%, passing the limit was not always enough; inconclusive = no clear call, values can overlap the other calls
Target sequence (P9WIQ1 whole entry, looked up): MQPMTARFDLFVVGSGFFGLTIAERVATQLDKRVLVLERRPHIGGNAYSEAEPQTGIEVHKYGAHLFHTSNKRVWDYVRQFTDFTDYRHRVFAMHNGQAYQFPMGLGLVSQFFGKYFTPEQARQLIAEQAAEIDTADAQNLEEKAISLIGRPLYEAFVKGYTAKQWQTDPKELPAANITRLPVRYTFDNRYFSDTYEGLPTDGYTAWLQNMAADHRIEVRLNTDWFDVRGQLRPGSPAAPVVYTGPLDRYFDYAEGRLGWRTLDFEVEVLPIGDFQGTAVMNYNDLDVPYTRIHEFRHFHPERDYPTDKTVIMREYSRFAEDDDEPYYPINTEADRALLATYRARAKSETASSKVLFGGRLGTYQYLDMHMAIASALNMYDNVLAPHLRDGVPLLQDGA
Anthrax LF prot – inhibitors of Bacillus anthracis lethal factor protease | 360,000 compounds, 0.12% hits | multiplex microsphere protease cleavage assay, LF | P15917 | inhibition, % at 10 µM; also: plate controls were buffer without enzyme for full effect and enzyme alone for no effect
BoNT-A LC inh2 – blocks Botulinum neurotoxin A light chain protease; multiplex microsphere protease substrate cleavage, flow cytometry; 360,000 compounds, 0.17% hits; inhibition, % at 10 µM; AID 588499; also: plate controls were buffer without enzyme for full effect and enzyme alone for no effect
FadD28 binding – inhibitors of Mycobacterium tuberculosis FadD28 bisubstrate binding; FadD28 bisubstrate probe binding, fluorescence polarization; inhibition, % at 12.5 µM; 360,000 compounds, 0.22% hits; AID 588549; in the data active = inhibition above about 8.5%, passing the limit was not always enough; inconclusive = no clear call, values can overlap the other calls
BioA inh – blocks M. tuberculosis BioA enzyme activity; purified M. tuberculosis BioA enzyme, plate reader; inhibition, % at 9.99 µM; 360,000 compounds, 0.096% hits; AID 602481; in the data active = inhibition above about 40%; inconclusive = no clear call, values can overlap the other calls
FBA Mtb inh – Mtb fructose-bisphosphate aldolase inhibition. P9WQA3. purified M. tuberculosis FBA, fluorescence read-out. inhibition, % at 1 µM. 360,000 compounds, 2.3% hits; in the data active = inhibition above about 27%;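 also: 0% = vehicle and 100% = reference inhibitor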
Target sequence (P9WQA3 whole entry, looked up): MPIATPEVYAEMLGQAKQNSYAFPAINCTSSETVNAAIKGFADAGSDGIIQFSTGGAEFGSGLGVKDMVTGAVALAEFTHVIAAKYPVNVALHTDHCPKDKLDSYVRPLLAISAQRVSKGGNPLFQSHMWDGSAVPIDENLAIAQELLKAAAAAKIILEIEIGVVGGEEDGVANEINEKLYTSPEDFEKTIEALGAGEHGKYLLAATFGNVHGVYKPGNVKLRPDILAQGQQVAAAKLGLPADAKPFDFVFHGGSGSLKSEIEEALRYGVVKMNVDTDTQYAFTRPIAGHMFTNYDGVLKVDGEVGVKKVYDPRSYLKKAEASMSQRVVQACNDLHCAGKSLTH
GDH-TPI counter – inhibits GDH-TPI coupling enzymes, artifact for Mtb FBA screen; GDH-TPI coupled enzyme counterscreen, NADH absorbance; inhibition, % at 4.8 µM; 360,000 compounds, 1.2% hits; in the data active = inhibition above about 30%;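 also: 0% = DMSO wells and 100% = wells lacking the enzyme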
PfHsp40 yeast – rescue of PfHsp40-mediated yeast toxicity; S. cerevisiae expressing PfHsp40, growth rescue, ATP luminescence; growth rescue, % at 12.5 µM; 340,000 compounds, 0.68% hits; in the data active = growth rescue above about 28%, passing the limit was not always enough; inconclusive = no clear call, values can overlap the other calls;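 also: yeast W303a lacking pdr1 and pdr3 grown in galactose medium; growth measured after three days at 30 °C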
BoNT F protease – BoNT F light chain protease inhibition; Multiplex microsphere protease cleavage assay, flow cytometry; inhibition, % at 10 µM; 360,000 compounds, 0.22% hits; in the data active = inhibition above about 35%, passing the limit was not always enough; inconclusive = no clear call, values can overlap the other calls; also: plate controls were buffer without enzyme for full effect and enzyme alone for no effect
* marks the source's active call; other numbers are inactive results; ? = inconclusive; nt = no result given. Rule as the data show it, unless noted: active = inhibition above about 30%; inconclusive = no clear call, values can overlap the other calls; inactive = below that.

SMILES | UGM FP inh | Anthrax LF prot | BoNT-A LC inh2 | FadD28 binding | BioA inh | FBA Mtb inh | GDH-TPI counter | PfHsp40 yeast | BoNT F protease
Cc1ccc2cc(NC(=O)C3(C)CCN3C(C)C)ccc2n1 (configuration not stated) | nt | 2 | -1.2 | -3.1 | -1.3 | 0 | 2 | nt | -5
O=[N+]([O-])/C(Cl)=C1\NCCN1Cc1ccc(Cl)nc1 | -1.8 | -2 | -0.2 | -2.9 | nt | -1 | 28 | 1.3 | -9
CC(=O)Nc1cccc(C(=O)Nc2nc(C)cs2)c1 | 1.4 | -1 | 0.0 | -1.1 | -2.0 | 0 | -3 | 0.0 | 1
CCC(=O)N(C)CCc1cc2c(c(OC)c1/C=N/NC(=O)c1ccc(Br)cc1)OCO2 | 2.4 | 0 | 0.1 | -1.6 | -4.1 | 1 | 25 | 0.7 | 2
O=C(NC(C(=O)N/N=C/c1ccccn1)c1n[nH]c(=O)c2ccccc12)c1ccccc1 (configuration not stated) | 0.0 | 0 | -0.4 | -4.6 | nt | -5 | 1 | 1.2 | 0
COc1ccc2cc3cc(C(=O)NCCN4CCc5ccccc5C4)sc3nc2c1 | 1.8 | 0 | 1.5 | -8.0 | nt | 22 | 6 | -1.3 | -3
O=C(c1ccc(NS(=O)(=O)c2ccc(Cl)cc2)cc1)N1CCOCC1 | 0.6 | -8 | -0.3 | -0.4 | 0.0 | -1 | 5 | -0.9 | -10
NC(=O)c1c(NC(=O)Cc2ccccc2)sc2c1CCN(Cc1ccccc1)C2 | 4.2 | -2 | -0.6 | -3.0 | -4.7 | -1 | 6 | 1.9 | -5
CCCC(=O)NC(=S)Nc1ccccc1N1CCOCC1 | -0.1 | -2 | 0.6 | -5.6 | nt | -1 | 4 | -0.6 | 0
CCCn1c(N)c(C(=O)CSc2nc(C3CC3)n(-c3ccccc3)n2)c(=O)[nH]c1=O | 5.8 | -4 | -0.8 | -2.3 | -0.6 | -1 | 10 | 1.2 | -4
Cc1ccc(CN2CC(C(=O)N3CCN(S(=O)(=O)c4ccc(C)cc4C)CC3)CC2=O)cc1 (configuration not stated) | -1.5 | 1 | -1.3 | -2.3 | -0.8 | -2 | -3 | -1.4 | -9
C/C(=N/NC(=O)c1cccs1)c1cccc(N)c1 | 1.4 | -1 | -1.6 | -0.6 | -2.2 | -1 | 3 | 0.6 | -4
Cc1cc(Cl)ccc1OCC(=O)NNC(=O)C1CSC2(C)CCC(=O)N12 (configuration not stated) | -1.1 | -4 | -0.8 | -4.5 | -0.6 | 0 | -7 | -1.3 | -8
CCN(CC(=O)Nc1c(F)cccc1F)C(=O)C1CCN(C(=O)c2ccc(Cl)cc2)CC1 | nt | -4 | -0.7 | 0.9 | 5.6 | -1 | 1 | -0.7 | 0
O=C(Cn1nnc2c(sc3nc4c(c(-c5ccccc5)c32)CCC4)c1=O)c1ccccc1 | 0.2 | 3 | -1.0 | -2.8 | -0.3 | -1 | -1 | 0.1 | 0
COc1ccc(/C=C2\SC(=S)N(CCCC(=O)N3CCN(C)CC3)C2=O)cc1OC | nt | -8 | -1.3 | -1.6 | 0.0 | -1 | 1 | -0.7 | 0
O=C(/C=C/c1ccccc1Cl)NC1CCS(=O)(=O)C1 (configuration not stated) | 0.7 | 2 | -0.8 | -1.4 | nt | -4 | 12 | 0.0 | -6
COc1ccc(C2C(C(=O)O)CC(=O)N2c2ccc(OC)cc2)cc1 (configuration not stated) | -0.6 | 0 | 0.6 | -3.2 | -0.1 | -13 | -6 | -1.3 | 2
O=c1[nH]c(=O)n(-c2cccc3ccccc23)c(O)c1C=NCCCn1ccnc1 | 0.7 | -1 | 1.1 | 0.5 | -3.2 | -1 | -6 | -0.1 | 10
CC(CC(C)C(=O)Nc1ccccc1C(C)(C)C)C(=O)O (configuration not stated) | 0.8 | 1 | 1.8 | -2.0 | -1.9 | 1 | 3 | 0.7 | 10
Cc1ccnc(N2C(=O)C3C4CC(C(Br)C4Br)C3C2=O)c1 (configuration not stated) | -0.8 | 1 | 1.0 | -2.6 | nt | 2 | -12 | 0.7 | -2
COc1cc2c3c(c1OC)C1(C=CC(=O)C=C1)CC3N(C(=O)c1ccccc1)CC2 (configuration not stated) | -2.5 | -3 | 0.4 | -1.8 | 9.1 | 2 | 3 | 0.8 | -1
O=C(CNC(=O)c1ccc(Br)o1)Nc1cccc(S(=O)(=O)N2CCCC2)c1 | 0.8 | 5 | 5.7 | -2.8 | nt | 1 | 0 | 0.4 | 6
CSc1ccccc1NC(=O)C1CCN(S(C)(=O)=O)CC1 | 0.2 | nt | nt | -0.6 | 2.2 | 1 | -1 | 16 | nt
CC(OC(=O)c1nsc(Cl)c1Cl)C(=O)NCCc1ccccc1 (configuration not stated) | 2.3 | 1 | 0.0 | nt | 2.0 | 1 | 1 | 1.1 | 0
Cc1cccc2c1NC(C)CC2C (configuration not stated) | 0.4 | 40* | 34* | -0.4 | -0.1 | 2 | 9 | -2.5 | 6
c1cc(CNc2ccc(N3CCOCC3)cc2)ccn1 | -0.4 | -11 | 0.0 | -3.8 | nt | 2 | -1 | 0.4 | -47
CCN(CC)c1ccc(/C=N/NC(=O)c2ccc3c(c2)OCCO3)cc1 | nt | -3 | -0.3 | ? | -0.2 | 0 | 22 | -0.5 | -12
CCN1CCN(CCNC(=O)c2ccc(/C=C3\Sc4ccccc4N(Cc4ccccc4F)C3=O)cc2)CC1 | 1.1 | -3 | -2.0 | -7.6 | nt | -1 | 27 | 8.4 | -10
O=C(c1noc2c1CCCC2)N1CCCCC1 | -1.4 | 1 | 0.1 | -1.4 | -3.0 | 2 | -11 | 1.5 | -7
CCn1c(COc2cccc3ccccc23)nnc1SCC(N)=O | -0.4 | 6 | -1.5 | -3.2 | nt | -1 | -8 | -0.9 | -5
NC(=O)C1CCN(C(=O)COc2ccc3c(c2)oc(=O)c2ccccc23)CC1 | 5.1 | -2 | 0.2 | -4.2 | 20 | 112* | 8 | -0.9 | 2
COc1ccc(N2CCN(C(=O)c3ccccc3NC(=O)c3ccccc3)CC2)cc1 | -2.0 | 0 | 5.3 | -4.0 | -0.7 | 0 | 0 | 0.7 | 3
Cn1ncc(C#N)c1/N=C/N(Cc1ccccc1)Cc1ccccc1 | -2.5 | 2 | -0.5 | -1.6 | 0.0 | -8 | 14 | 0.4 | -13
CCN(CC)c1ccc(/C=N/NC(=O)c2nnn(-c3nonc3N)c2CN(C)C2CCCCC2)cc1 | nt | -6 | -0.5 | -3.2 | -1.0 | 0 | 4 | nt | -6
O=C(Nc1ccccn1)c1ccc2c(c1)S(=O)(=O)c1ccccc1C2=O | 0.3 | -6 | -1.0 | 0.4 | 0.0 | -1 | 9 | 0.3 | -7
CCOC(=O)C1=C(N)OC2=C(C(=O)CCC2)C1c1ccco1 (configuration not stated) | -2.0 | 4 | 0.7 | -4.0 | -1.9 | 2 | -1 | 0.3 | 10
O=c1c(-c2ccccc2)c(O)c2cccc3c2n1CCC3 | 2.0 | 2 | 0.5 | 0.5 | 0.1 | 16 | 3 | 3.9 | -28
O=S(=O)(c1ccccc1)N1CCN(CCc2ccccc2)CC1 | -2.1 | 1 | 2.3 | -2.8 | 0.3 | 2 | 7 | -0.4 | ?
COc1cc(S(=O)(=O)N2CCOCC2)cc(C(=O)OCC(=O)NCc2ccco2)c1OC | 1.8 | 3 | -0.9 | -2.8 | -7.0 | -1 | 13 | 0.7 | -1
CC12CC3CC(C1)CC(C(=O)NNC(=O)c1ccncc1)(C3)C2 | 0.8 | 9 | 0.3 | -1.3 | -1.7 | -2 | 6 | 0.4 | 1
CCCCN(C=O)c1c(CC)nc2c(OCC3CCCCC3)cccn12 | nt | -8 | -0.1 | -4.6 | 4.2 | 1 | 8 | nt | -6
Cc1ccc(NC(=O)Cn2cnc3c(oc4nc5c(cc43)COC(C)(C)C5)c2=O)cc1 | 2.0 | 2 | -0.1 | -1.0 | nt | 6 | 4 | 1.1 | 1
CCC(Sc1nc(C)cc(C)n1)C(=O)Nc1ccc(Cl)cn1 (configuration not stated) | 0.4 | -2 | -0.5 | -3.5 | 1.1 | 1 | -2 | -0.8 | 2
O=C(C1=C(O)C(=O)N(CC2CCCO2)C1c1ccc(Cl)cc1Cl)c1ccco1 (configuration not stated) | -0.9 | 20 | 3.9 | -5.0 | nt | -1 | -4 | -0.2 | 17
CCCCn1c(N)c(N(CCOC)C(=O)CSc2ccccc2C)c(=O)[nH]c1=O | -1.3 | -1 | -2.4 | -4.1 | nt | -1 | 10 | nt | -1
COc1ccccc1-c1cc2nc(-c3ccccc3)cc(N3CCN(C(=O)c4ccoc4)CC3)n2n1 | nt | -5 | -0.1 | -0.6 | -0.3 | 55* | 12 | nt | -7
CN(Cc1nccn1C)C(=O)c1cc(COc2cccc(C(F)(F)F)c2)on1 | 3.6 | 5 | 1.1 | -3.7 | 1.4 | -1 | 10 | -1.4 | 3
Cc1cc(NC(=O)CSCc2nc(-c3cccc(Cl)c3)oc2C)no1 | 0.3 | -9 | -0.4 | -2.0 | -0.8 | 6 | 5 | -0.6 | -3
Cc1cccc(/C=C2/S/C(=N/N=C3\CC4CCC3(C)C4(C)C)NC2=O)c1 (configuration not stated) | 2.8 | -2 | -0.8 | -2.0 | nt | 0 | 13 | 1.6 | -2
O=C(NCc1nnc(SCC(=O)N2CCCc3ccccc32)n1-c1ccccc1)c1cccc2ccccc12 | 1.4 | -1 | 0.8 | -4.8 | nt | 3 | 7 | 1.2 | 10
COc1ccc(CC(N)c2csc(NC(=O)Nc3ccccc3Cc3ccccc3)n2)cc1 (configuration not stated) | nt | -2 | -0.6 | -31 | -1.0 | 0 | 12 | nt | -30
c1ccc(-c2nnc(-c3ccncc3)nc2-c2ccccc2)cc1 | 0.4 | 0 | -1.1 | 0.5 | nt | 3 | 3 | -0.7 | -5
CCCS(=O)(=O)N1CCC(C(=O)NCCc2ccc(OC)c(OC)c2)CC1 | -0.1 | 4 | 0.5 | 1.5 | nt | 3 | -9 | -1.2 | -12
CC1CCN(S(=O)(=O)N2CCN(C(=O)c3ccc4c(c3)OCO4)CC2)CC1 | -2.3 | 0 | 2.2 | -4.0 | 6.4 | 1 | -2 | 0.8 | 4
COc1ccc(NC(=O)CSc2nc3ccccc3c3nc4ccccc4n23)cc1 | 2.9 | -1 | -1.4 | 0.3 | nt | 0 | -4 | 0.1 | -17
CC(C)(C)n1ncc2c(=O)n(Cc3cccc(Cl)c3)cnc21 | 3.0 | 0 | -0.4 | -1.6 | nt | 0 | -4 | 0.5 | 1
CCC1(C)Cc2c(sc3nc(SC)nc(NCCN(C)C)c23)CO1 (configuration not stated) | -1.3 | 2 | -0.2 | -4.4 | 1.7 | -3 | -2 | 0.2 | -4
N#Cc1sc2nc(C3CC3)cc(-c3ccc(Cl)cc3)c2c1N | -1.0 | 0 | 5.8 | -2.8 | -0.8 | 12 | 8 | 4.0 | -4
